Mdm2-MdmX inh = human Mdm2/MdmX binding inhibition; inhibition, % at 8 µM; SaOS-2 split-luciferase Mdm2/MdmX complementation, luminescence; 330,000 compounds, 3% hits; AID 485346; O15151+Q00987;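 active = inhibition of at least 50% at 8 µM in the primary screen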
Target sequence (O15151 whole entry, looked up): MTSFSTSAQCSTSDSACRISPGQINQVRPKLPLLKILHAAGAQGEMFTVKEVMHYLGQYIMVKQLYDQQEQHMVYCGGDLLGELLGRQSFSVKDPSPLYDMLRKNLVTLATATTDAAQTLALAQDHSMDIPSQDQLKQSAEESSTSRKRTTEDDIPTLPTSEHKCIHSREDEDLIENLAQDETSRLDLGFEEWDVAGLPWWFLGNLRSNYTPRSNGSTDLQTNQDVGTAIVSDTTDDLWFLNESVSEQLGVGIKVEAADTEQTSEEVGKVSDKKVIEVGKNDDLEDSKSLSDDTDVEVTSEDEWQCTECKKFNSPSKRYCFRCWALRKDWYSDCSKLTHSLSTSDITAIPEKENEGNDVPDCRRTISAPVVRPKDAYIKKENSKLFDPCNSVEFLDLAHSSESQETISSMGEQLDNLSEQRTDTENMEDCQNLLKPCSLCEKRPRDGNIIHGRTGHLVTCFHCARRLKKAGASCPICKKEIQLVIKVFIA
Target sequence (Q00987 whole entry, looked up): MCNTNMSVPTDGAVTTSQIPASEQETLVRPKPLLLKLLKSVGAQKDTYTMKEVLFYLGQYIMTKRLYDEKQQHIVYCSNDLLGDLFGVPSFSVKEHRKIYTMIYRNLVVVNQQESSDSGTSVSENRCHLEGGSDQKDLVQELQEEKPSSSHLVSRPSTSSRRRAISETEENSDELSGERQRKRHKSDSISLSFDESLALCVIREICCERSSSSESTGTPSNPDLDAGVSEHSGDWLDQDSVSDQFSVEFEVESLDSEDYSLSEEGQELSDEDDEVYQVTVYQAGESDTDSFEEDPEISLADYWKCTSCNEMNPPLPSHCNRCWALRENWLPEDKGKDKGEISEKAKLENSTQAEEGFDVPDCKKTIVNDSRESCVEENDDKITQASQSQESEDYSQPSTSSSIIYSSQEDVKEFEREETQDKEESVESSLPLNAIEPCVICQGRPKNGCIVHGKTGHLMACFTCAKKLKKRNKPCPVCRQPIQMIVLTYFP
UPR CHOP act = activators of apoptotic arm of unfolded protein response (CHOP) | activation, % at 10 µM | CHO-CHOP luciferase reporter, UPR activation, luminescence; percent of tunicamycin response over DMSO baseline | 330,000 compounds, 0.34% hits;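 active = at 10 µM dose, activation of 40% or more, normalized to positive control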;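 also: 100% = tunicamycin at 10 µg/mL and 0% = DMSO alone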
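Test system: CHO-CHOP cells, stable luciferase reporter of PERK-eIF2a-CHOP signalling | Quantity: 500 CHO-CHOP cells per well | Buffer or medium: F12 plus 10% serum | Compound dosing: 10 µM single point, 0.5% DMSO | Schedule: 6 h compound treatment, 37 °C | Signal: Luciferase luminescence | Control set: Tunicamycin high control, DMSO low control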
UPR XBP1 act = activators of adaptive arm of unfolded protein response (XBP1) | CHO-XBP1 luciferase reporter, IRE1-XBP1 UPR activation, luminescence; percent of tunicamycin response, DMSO as zero | activation, % at 20 µM | 330,000 compounds, 0.33% hits | AID 463104;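 active = versus positive control, 20 µM dose yields 30% or more activation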;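 also: 100% = tunicamycin at 10 µg/mL and 0% = DMSO only wells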
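Material: CHO-XBP1 cells stably carrying IRE1-XBP1-driven luciferase reporter / Amount: 1000 cells per well / Compound: 20 µM, 1% DMSO / Times: 6 h treatment, 37 °C / Detection: luciferase luminescence / Measure: % activation of reporter signal versus tunicamycin and DMSO controls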
APJ antag = blocks the human apelin receptor APJ; CHO-K1 APJ beta-arrestin complementation, luminescence; inhibition, % at 20 µM; 330,000 compounds, 0.32% hits; AID 2521;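 active = inhibition above about 40% at 20 µM, limit read from the data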;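 also: cells challenged with 10 nM apelin-13 agonist together with compound; plate controls were apelin-13 plus DMSO wells for no effect and DMSO wells lacking apelin-13 for full effect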
APJ ag = activates the human apelin receptor APJ; P35414; CHO-K1 APJ PathHunter beta-arrestin, luminescence; 0% DMSO wells, 100% apelin; activation, % at 20 µM; 330,000 compounds, 0.11% hits;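 active = activation more than six SD over the plate average, tested at 20 µM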;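 also: 0% = DMSO alone and 100% = apelin-13 at 10 nM; some results filed as inactive read as strong as hits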
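Assay system: engineered CHO-K1 APJ arrestin reporter cells; Amount: 1000 CHO-K1 reporter cells seeded per well; Dosing: one dose, 20 µM compound, 1% DMSO; Times: compound stimulation 90 min at 25 °C, detection 60 min; Measured by: luminescent beta-gal fragment complementation, chemiluminescent substrate; Read-out: APJ–arrestin association signal; Controls: DMSO vs Apelin-13 10 nM.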
697 NFkB inh = inhibitors of the PMA/ionomycin-induced NF-kB reporter in 697 B cells; 697 B-cell NF-kB luciferase reporter, 16 h; inhibition, % at 4 µM; 330,000 compounds, 0.33% hits; in the data active = inhibition above about 35%
Jurkat NFkB inh = inhibitors of the PMA/ionomycin-induced NF-kB reporter in Jurkat cells | PMA/ionomycin-induced NF-kB luciferase reporter, luminescence | 330,000 compounds, 0.53% hits | inhibition, % at 4 µM; in the data active = inhibition above about 50%
tim23-1 inh = inhibits growth of tim23-1 mutant yeast. S. cerevisiae tim23-1 growth, BacTiter-Glo luminescence, 24 h. inhibition, % at 20 µM. 330,000 compounds, 1.3% hits. AID 463212;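 active = growth inhibition of the mutant yeast at or above 50%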;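 also: temperature-sensitive mutant grown at 25 °C; plate controls were DMSO-treated mutant yeast for no effect and medium wells lacking yeast for full effect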
The depositor's hits bear a star; i = inactive.

SMILES | Mdm2-MdmX inh | UPR CHOP act | UPR XBP1 act | APJ antag | APJ ag | 697 NFkB inh | Jurkat NFkB inh | tim23-1 inh
CC(C)(CN1CCCC1)NS(=O)(=O)c1ccc(Cl)cc1 | -27 | -0.1 | 5 | 26 | 0 | 4 | 5 | 8
COCCCNc1nc2ccccc2nc1NS(=O)(=O)c1cccc(Cl)c1 | -1 | 0.6 | -5 | 15 | -3 | 5 | -12 | 22
O=C(OCC1OC(n2ccc(=O)[nH]c2=O)C(Cl)C1O)c1ccccc1 (configuration not stated) | -18 | -0.8 | -4 | 10 | -2 | 1 | -14 | 1
N#CC(c1ccccc1)c1ccc(C(=O)c2ccc(F)cc2)cc1 (configuration not stated) | 17 | -0.6 | 0 | -1 | -7 | -17 | 5 | 17
O=C(CSc1ccccc1)N1CCN(c2ccccn2)CC1 | -27 | 0.9 | 1 | 9 | -2 | -19 | -12 | 12
CCSc1nc2sc3c(c2c2nnc(SCC(=O)NCc4ccco4)n12)CCCC3 | 16 | -2.1 | -2 | 0 | -3 | -10 | 1 | 5
CCOC(=O)Nc1c(C)n(C)n(-c2ccccc2)c1=O | 20 | -0.1 | -2 | -4 | -3 | -2 | -10 | -1
Fc1ccccc1CNc1nc(-c2cccnc2)nc2ccccc12 | 1 | -1.0 | -1 | 17 | -1 | 2 | 8 | 36
Cc1csc(=O)n1CC(=O)OCC(=O)NCc1ccccc1 | 5 | 1.9 | -2 | -26 | 3 | 15 | -1 | 7
Cc1cc(C)n(Cc2cc(C(=O)O)c3ccccc3n2)n1 | 8 | -1.3 | -1 | -16 | 6 | -13 | 4 | 6

Ordered by value in APJ antag (high to low): 3 of the compounds above.
structure	APJ antag
CC(C)(CN1CCCC1)NS(=O)(=O)c1ccc(Cl)cc1	26
O=C(CSc1ccccc1)N1CCN(c2ccccn2)CC1	9
N#CC(c1ccccc1)c1ccc(C(=O)c2ccc(F)cc2)cc1 (configuration not stated)	-1

New compounds follow
SMILES | Mdm2-MdmX inh | UPR CHOP act | UPR XBP1 act | APJ antag | APJ ag | 697 NFkB inh | Jurkat NFkB inh | tim23-1 inh
O=C(COC(=O)COc1ccccc1[N+](=O)[O-])NC1CCCCC1 | -17 | -1.3 | 0 | 1 | -2 | -11 | -4 | 18
CCOc1ccccc1C1C(C#N)=C(N)Oc2n[nH]c(CC)c21 (configuration not stated) | 3 | 0.3 | -4 | 16 | 4 | 3 | 9 | 14
COc1ccc(S(=O)(=O)N(C)CC(=O)Nc2cccc(C(C)=O)c2)cc1 | 4 | -1.1 | -2 | 12 | 5 | 4 | 12 | 11
CCc1nnc(NC(=O)CCC(=O)NCc2ccccc2Cl)s1 | 6 | 0.2 | -3 | 11 | -1 | 7 | -3 | -19
COc1ccc(NC(=O)N2CCCC(c3nc(-c4ccc(C(C)C)cc4)no3)C2)cc1 (configuration not stated) | -119 | 0.8 | 0 | -24 | 3 | -79 | -54 | 29
CCOC(=O)c1nnn(-c2nonc2N)c1CN(C)C1CCCCC1 | 13 | -3.7 | 1 | 17 | 2 | 13 | -1 | 13
CC(C)COc1cccc(-c2cc(C(=O)N/N=C/c3ccncc3)c3ccccc3n2)c1 | 81* | 8.3 | 0 | -13 | 14 | i | 8 | 30
CC(C)CCn1c(Cl)nc2c1c(=O)n(C)c(=O)n2C | 29 | -2.0 | -1 | 6 | -6 | 6 | 1 | 8
COc1ccc(NC(=O)Cn2nc(Cc3cccnc3)c3ccccc3c2=O)c(OC)c1 | 5 | 0.7 | -2 | 1 | -3 | 0 | -4 | 1
Cc1cc(C)n2c(SCC(=O)N(C)C3CCCCC3)nnc2n1 | -12 | 1.2 | -2 | 12 | -2 | 14 | -4 | -2
CCOc1ccc(-c2noc(-c3ccncc3)n2)cc1OCC | -12 | 4.6 | 2 | 5 | -3 | -22 | -15 | 3
Cc1c(CCC(=O)N2CCC[C@H]2C(=O)O)c(=O)oc2c(C)c3oc4c(c3cc12)CCCC4 | -21 | -2.7 | -3 | -47 | -3 | 24 | 3 | 21
COc1ccc(CCN2C(=O)N[C@@H](CCC(=O)O)C2=O)cc1 | -3 | -1.6 | 1 | 9 | -2 | 12 | 6 | 1
CNc1ncnc(Sc2ccc(Cl)cc2)c1[N+](=O)[O-] | 15 | 9.3 | 9 | 9 | 0 | 14 | 5 | 7
COc1ccc(C2Nc3ccccc3C(=O)N2NS(=O)(=O)c2ccc(C)cc2)cc1OC (configuration not stated) | 7 | 1.8 | -3 | 15 | -1 | 6 | -9 | 13
CCN(CCNC(=O)c1ccc(C#N)cc1)c1cccc(C)c1 | 15 | 1.8 | -2 | 17 | 0 | -4 | -15 | 20
CCOc1ccccc1NC(=S)NCc1cccn1C | 4 | -0.1 | -3 | 15 | -1 | -2 | -13 | 4
CCCCC(=O)NC(c1ccccc1Cl)c1c(O)ccc2ccccc12 (configuration not stated) | 27 | 1.0 | 0 | 18 | 0 | 2 | 5 | 0
CCOC(=O)c1ccc2c(c1)nc(-c1ccccn1)n2CC | -79 | 5.7 | 2 | 3 | 2 | -168 | -166 | 36
Cc1cccc(NC(=O)CCc2ccccc2)c1 | -37 | 0.2 | 0 | -3 | -3 | -10 | -30 | 20
Cc1cc(Nc2nc3ccccc3nc2Cl)n(-c2ccccc2C)n1 | 44 | -1.3 | 6 | 17 | -4 | 0 | -9 | 50
CC(C)CC(NC(=O)c1ccc(Cl)cc1)C(=O)O (configuration not stated) | 8 | -0.3 | -1 | -1 | -3 | 1 | -5 | -2
COc1cc(-c2nc3ccc(N4CCN(C)CC4)cc3[nH]2)cc(OC)c1OC | 79* | 1.2 | 2 | -15 | 5 | 38* | -32 | -15
Cc1c[n+](CC(=O)c2ccccc2)cs1 | -23 | 1.7 | -2 | 12 | -4 | 9 | -3 | 10
FC(F)(F)c1nnc2sc(-c3ccccn3)nn12 | -24 | -1.4 | -2 | -3 | 0 | 14 | 1 | 12
CCCC(=O)Nc1ccccc1N1CCN(C(=O)C(C)C)CC1 | 8 | -0.1 | 0 | -12 | -4 | -13 | 4 | 5
COc1ccc2cc(CN(CCO)C(=O)c3ccccc3F)c(=O)[nH]c2c1 | 19 | 0.4 | -3 | 1 | -5 | 19 | 12 | -3
CSc1cccc(NC(=O)C(=O)NCc2ccccc2)c1 | 26 | 5.3 | 3 | 20 | 0 | -30 | -20 | 8
Cc1c(Nc2ncnc3nc[nH]c23)c(=O)n(-c2ccccc2)n1C | 25 | 1.5 | -2 | 3 | -2 | 12 | 9 | -3
O=C(COC(=O)c1n[nH]c2ccccc12)Nc1ccccc1F | -70 | 2.1 | 2 | 10 | -2 | -63 | -58 | -4
COc1ccc(CCNC(=O)C2CCN(S(=O)(=O)c3ccc(NC(C)=O)cc3)CC2)cc1OC | 25 | -0.3 | 7 | 8 | -3 | 2 | 24 | 6
CCOc1ccc(C(=O)c2cccs2)cc1 | 11 | 8.8 | 4 | 7 | 4 | -91 | -52 | 10
COc1ccc(NC(=O)CSc2nnc(Cn3cnc4ccccc43)n2C)cc1 | 1 | -1.4 | -3 | 8 | -4 | 7 | 11 | 11
Cc1ccccc1C1CC(c2ccc(Br)cc2)Nc2nc(N)nn21 (configuration not stated) | 17 | 1.9 | -1 | 25 | -2 | -4 | -4 | 8
O=C(CN(C(=O)Cn1nnc(-c2ccc(F)cc2)n1)c1cccc(F)c1)NC1CCCC1 | 2 | 1.1 | -4 | 14 | 1 | 9 | 9 | 1
Cc1ccc(S(=O)(=O)NC2CC(C)(C)N(O)C(C)(C)C2)cc1 | 0 | 0.2 | -2 | 8 | 0 | 19 | 6 | 5
COc1ccc(CNC(=O)C2CCN(c3cc(C(=O)Nc4cccc(OC)c4)ccn3)CC2)cc1 | 18 | 0.6 | -3 | -15 | 8 | -4 | 11 | 3
CN(C)CCOC1c2ccccc2CCc2ccc3ccccc3c21 (configuration not stated) | 33 | -0.8 | 0 | 25 | 3 | -3 | -2 | -2
O=C(Nc1nnc(C2CC2)s1)c1cncc(Br)c1 | -23 | 2.6 | 1 | -5 | -3 | -38 | 21 | -7
NC(=S)Nc1cccc2cn[nH]c12 | 11 | 0.2 | -1 | -6 | -4 | 0 | -3 | 2

Retrieved by structure from the entries so far, three records:
SMILES | Mdm2-MdmX inh | UPR CHOP act | UPR XBP1 act | APJ antag | APJ ag | 697 NFkB inh | Jurkat NFkB inh | tim23-1 inh
Cc1ccc(S(=O)(=O)NC2CC(C)(C)N(O)C(C)(C)C2)cc1 | 0 | 0.2 | -2 | 8 | 0 | 19 | 6 | 5
O=C(Nc1nnc(C2CC2)s1)c1cncc(Br)c1 | -23 | 2.6 | 1 | -5 | -3 | -38 | 21 | -7
COc1ccc(NC(=O)CSc2nnc(Cn3cnc4ccccc43)n2C)cc1 | 1 | -1.4 | -3 | 8 | -4 | 7 | 11 | 11

(cont.)
SMILES | Mdm2-MdmX inh | UPR CHOP act | UPR XBP1 act | APJ antag | APJ ag | 697 NFkB inh | Jurkat NFkB inh | tim23-1 inh
Cc1cc(C)nc(-n2nc(C)cc2NC(=O)c2ccc(S(=O)(=O)N3CCOCC3)cc2)n1 | 0 | 0.0 | 0 | 6 | -3 | 6 | 4 | 10
Cc1cc(C)c(S(=O)(=O)NCc2ccc3c(c2)OCO3)cc1C | 20 | -1.8 | -1 | 6 | -2 | 0 | 11 | 23
O=C(Nc1ccccc1C(=O)O)c1cc(S(=O)(=O)N2CCCCCC2)ccc1Cl | 11 | 1.4 | 1 | -12 | 0 | 6 | -11 | 8
CCOc1cc(/C=C2\NC(=S)N(C)C2=O)ccc1OCc1ccc(C(=O)O)cc1 | 12 | -0.9 | 0 | 13 | -5 | 14 | -10 | 15
COc1ccc(C(=O)NCC2(c3ccccc3)CCOCC2)cc1[N+](=O)[O-] | 15 | 0.3 | 2 | 8 | -2 | 8 | -17 | 1
Cc1cccc(N(C(=O)c2nsc(Cl)c2Cl)C(C(=O)NC2CCCC2)c2ccc(O)cc2)c1 (configuration not stated) | 10 | 0.6 | 1 | -12 | -3 | 0 | -36 | 12
Cc1ccc(S(=O)(=O)N2CCCC2C(=O)NCCc2ccccc2)cc1 (configuration not stated) | 12 | -0.6 | -3 | 5 | -1 | 2 | -1 | 15
CC(C)C(OC(=O)c1ccco1)C(=O)NCc1ccccc1 (configuration not stated) | 14 | -1.9 | -2 | 9 | 5 | 12 | 2 | 16
Cc1ccc(N=Nc2c(=O)[nH]n3c(=O)cc(C)[nH]c23)cc1 | 6 | 1.5 | 3 | 43* | -7 | 3 | -7 | 6
CCN(CC)Cc1c(C(=O)N/N=C/c2c(Cl)cccc2Cl)nnn1-c1nonc1N | 12 | 0.8 | 5 | 11 | 2 | 10 | 16 | -9
CC(C)N(C(=S)Nc1cccc(C(F)(F)F)c1)C(C)c1ccccn1 (configuration not stated) | 15 | 1.0 | -1 | -29 | -7 | 9 | -13 | 40
COc1ccc(N2CCN(C(=O)CCNS(=O)(=O)c3cccs3)CC2)cc1 | -7 | 1.1 | -3 | 7 | 0 | 13 | -6 | -7
Cc1ccc(CNC(=O)CN2C(=O)NC3(CCCC3)C2=O)cc1 | 19 | 1.6 | -2 | 14 | -2 | 12 | 2 | 12
CSCc1ccc(C(=O)NCc2ccc(C)cc2)cc1 | 9 | 0.7 | -1 | -3 | -3 | 15 | -2 | 25
O=C(CNC(=O)Cc1ccccc1)NCC(=O)OCc1ccccc1 | -21 | 0.6 | -7 | 3 | -2 | 25 | 20 | 8
COc1ccccc1C(=O)Nc1ccccc1N1CCCCC1 | 9 | 1.5 | -1 | -24 | -4 | 7 | 5 | 27
